Screening results as filed in PubChem BioAssay.
IkB sig inh = IkB Signaling; ABC-DLBCL IkBa-CBG/CBR dual luciferase ratio, 4 h; response scale: scaled: untreated 0%, proteasome inhibitor 100%; Potency, µM (highest dose often 57.1 µM), for inactives: at the highest dose IkBa stabilization activation; 110,000 tested, 0.04% active; AID 445, 2006; active means well fitted curve in the direction sought with a large enough effect in the signal ratio, not every such curve was filed as active; inconclusive means small, poorly fitted or top-dose-only effect, or a change in a side signal; the % refers to the signal ratio;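 further: the direction sought is a rising ratio; 0% = basal untreated cells and 100% = reference inhibitor full response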
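Luminescence ratio of IκBα-fused green versus native red beetle luciferase in OCI-Ly3 cells, 4 h post-doxycycline with compound; red signal alone, scaled from basal (0%) to zero light (-100%), flagged nonspecific or cytotoxic effects.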
p53ts 39C kill = qHTS Screen for Compounds that Selectively Target Cancer Cells with p53 Mutations: Cytotoxicity of p53ts Cells at the Nonpermissive Temperature; Potency, µM (top dose mostly 46.1 µM), for the others: top-dose activity change, negative = cell killing, usual class: cytotoxic; H1299-p53A138V viability at 39C, ATP luminescence, 24 h; 130,000 tested, 1.5% active; further: nearly all actives have a fitted effect of over 55% in size
Imprint erasure = qHTS Assay for Compounds that Induce Erasure of Genomic Imprints; mouse ES Peg3-LacZ reporter, beta-gal luminescence, 40 h; Potency, µM (doses to about 60.7 µM), for inactives: at the highest dose activity change, positive = activation, most hits filed as activators; 110,000 tested, 0.02% active;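 further: 0% = negative control wells on the plate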
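Readout: BetaGlo luminescence (5 min, room temp) for LacZ from the normally silent maternal Peg3 allele in female Peg3LacZ-Neo ES cells. Cells 300/well, 40 h, 37C, 5% CO2. Data normalized per plate to negative controls.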
p53ts 32C tox = qHTS Screen for Compounds that Selectively Target Cancer Cells with p53 Mutations: Cytotoxicity of p53ts Cells at the Permissive Temperature | H1299-p53A138V at 32C, ATP luminescence viability, 24 h | Potency, µM (top dose mostly 46.1 µM), for the others: at the top dose activity change, negative = cytotoxicity, hits mostly cytotoxic | 130,000 tested, 0.93% active | AID 924, 2007;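 further: 0% = DMSO and -100% = full killing by reference compound; nearly all actives have a fitted effect of over 55% in size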
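ATP-content luminescence (ATPlite) read-out after 24 h compound exposure at 32C in H1299-p53A138V cells (600/well). Tested up to 46 uM. Normalized to DMSO (0%) and 100 uM tamoxifen (100% killing); Hill-fit AC50.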
* hit, by the source's call; ? = inconclusive; . = no result given; [ ] = dose if it differs, or a comment. Unless noted, the call rests on the fitted dose curve; in most records, active means well fitted curve in the direction sought with a large enough effect; inconclusive means small, poorly fitted or top-dose-only effect, or another doubt; inactive means no such curve, though single readings can be large; an effect the other way counts as inactive or inconclusive. Unless noted, on the % scale 0 is the no-effect control and ±100 the full control effect; potency means the concentration at half of the fitted maximal effect.

Letters – A = IkB sig inh; B = p53ts 39C kill; C = Imprint erasure; D = p53ts 32C tox
> COc1ccc(NC(=O)CSC2CCCCC2)cc1
  A: 0.3%; B: 15%; C: -2%; D: 3%
> Cc1cccc2sc(N(Cc3cccnc3)C(=O)C3COc4ccccc4O3)nc12 (stereo unspecified)
  A: -1.8%; B: 2%; C: 19%[10.9 µM]; D: 0%
> Cc1cc(C)n2c(Br)c(CSc3nc4ccccc4o3)nc2n1
  A: -0.9%; B: 0%; C: -23%; D: 1%
> COc1cc(SC)ccc1C(=O)NC1CCCCC1
  A: 1.0%; B: -6%; C: -5%; D: -21%
> COc1ccc(C(=O)Cn2nnc(-c3ccc(N4CCOCC4)cc3)n2)cc1OC
  A: 0.5%; B: -4%; C: -22%; D: -4%
> CCOC(=O)c1nnn(-c2nonc2-c2ccccc2)c1C
  A: 0.0%; B: -2%; C: -21%; D: 1%
> Cc1ccc(-n2ncc(C(=O)NCCc3ccccc3)c2C2CCN(C(=O)OC(C)(C)C)CC2)c(C)c1
  A: ?; B: 7%; C: -7%[10.9 µM]; D: 14%
> CCn1c(C)nc2cc(S(=O)(=O)C(F)(F)F)ccc21
  A: .; B: -5%; C: .; D: -10%
> Cc1ccc(C(=O)Nc2nc3n(n2)C(c2ccc(F)cc2)C=C(c2ccccc2)N3)cc1 (stereo unspecified)
  A: 1.0%; B: -30%; C: -8%[10.9 µM]; D: -9%
> N#CC1=C(N)OC2=C(CCC/C2=C/c2ccoc2)C1c1ccoc1 (stereo unspecified)
  A: 4.4%; B: -8%; C: -12%; D: -10%
> Cc1c(C(=O)N(Cc2ccco2)Cc2ccccc2Cl)oc2ccc(F)cc12
  A: ?; B: -5%; C: 8%[10.9 µM]; D: 9%
> O=C(CSc1nnc(-c2ccccc2)o1)NC1CCCCC1
  A: -1.8%; B: 2%; C: 7%; D: 2%
> Cc1ccccc1Cn1c(=O)c2c(nc3n2CCN3Cc2ccco2)n(C)c1=O
  A: -0.7%; B: 10%; C: 8%; D: 2%
> CC1(C)CC(=O)c2c(oc3c(Cl)cc(NS(=O)(=O)c4ccc(Cl)cc4)cc23)C1
  A: ?; B: -22%; C: -12%[10.9 µM]; D: -1%
> CCCN(CCC)c1ncnc2c1cnn2-c1ccc(OC)cc1
  A: -2.4%; B: ?; C: -25%; D: ?
> CCOC(=O)Cc1csc(NC(=O)CSc2ncnc3c2cnn3-c2ccc(OC)cc2)n1
  A: ?; B: ?; C: -77%[inhibitor]; D: -22%
> Cc1cccc(N2CCN(CC(=O)NCC3CCCCC3)CC2)c1C
  A: ?; B: -2%; C: -18%; D: -9%
> Cc1ccc(CN2C(=O)N(c3ccc(F)cc3)C(=O)C2CC(=O)Nc2ccc(Cl)cc2)cc1 (stereo unspecified)
  A: ?; B: -17%; C: -4%[10.9 µM]; D: 2%
> CCOC(=O)C1CCCN(C(=O)c2ccc(CS(=O)(=O)c3ccc(Br)cc3)o2)C1 (stereo unspecified)
  A: -1.5%; B: 0%; C: -12%; D: 0%
> CCCC(=O)N(Cc1cc2cccc(C)c2[nH]c1=O)c1ccccc1OC
  A: 5.0%; B: 11%; C: 3%; D: 8%
> CC(NC(=O)Nc1ccccc1O)(C(F)(F)F)C(F)(F)F
  A: ?; B: 18%; C: -13%; D: 18%
> CC(=O)c1cccc(NC(=O)CSc2nnc3ccc(-c4ccc(Cl)cc4)nn23)c1
  A: 1.4%; B: ?; C: 18%[10.9 µM]; D: 14%
> O=C(Nc1cccc(F)c1)N1CC[C@@]2(CCCN(C(=O)c3cccc(F)c3)C2)C1
  A: 3.8%[11.4 µM]; B: -2%; C: .; D: -2%
> CC(C)CCSc1nc2c(c(=O)[nH]c(=O)n2C)n1CCCc1ccccc1
  A: 1.6%; B: -10%; C: -35%[inhibitor]; D: 5%
> CC(NS(=O)(=O)c1ccccc1)C(c1cccs1)N1CCN(C)CC1 (stereo unspecified)
  A: -1.2%; B: 14%; C: -15%; D: 7%

Next part, starting with the last 2 of the part before.
Letters – A = IkB sig inh; B = p53ts 39C kill; C = Imprint erasure; D = p53ts 32C tox
> CC(C)CCSc1nc2c(c(=O)[nH]c(=O)n2C)n1CCCc1ccccc1
  A: 1.6%; B: -10%; C: -35%[inhibitor]; D: 5%
> CC(NS(=O)(=O)c1ccccc1)C(c1cccs1)N1CCN(C)CC1 (stereo unspecified)
  A: -1.2%; B: 14%; C: -15%; D: 7%
> CS(=O)(=O)N(CC(=O)NCC1CCCO1)c1ccc(Cl)c(Cl)c1 (stereo unspecified)
  A: 3.4%; B: -3%; C: -6%; D: 4%
> Cc1cnc(C(=O)Nc2nnc(C)s2)cn1
  A: 0.0%; B: 0%; C: -5%; D: 4%
> O=C(CN1CCOCC1)NCc1ccccc1
  A: -0.3%; B: 10%; C: -4%; D: 5%
> Cn1c(=O)c2c(nc(CN3CCN(c4ccccc4)CC3)n2Cc2ccccc2F)n(C)c1=O
  A: 2.1%; B: 5%; C: 8%; D: 0%
> COC(=O)CSc1nnc(SCc2ccc(OC)cc2)s1
  A: 9.5%; B: -11%; C: -1%; D: ?
> CCOC(=O)C1=C(N)Oc2cc(O)ccc2C1c1cccnc1 (stereo unspecified)
  A: ?; B: -1%; C: -13%; D: 9%
> CN(C)c1cccc(C(=O)NCC2CCCO2)c1 (stereo unspecified)
  A: -2.1%; B: 2%; C: -36%[inhibitor]; D: 40%[activator]
> CCn1cc(C(=O)NC2CCCCC2C)c(=O)c2ccc(C)nc21 (stereo unspecified)
  A: 0.1%; B: 0%; C: 13%; D: 12%
> COCCNC(=O)c1c(C)oc2nc(C)nc(N3CCOCC3)c12
  A: 0.4%; B: -5%; C: -6%[10.9 µM]; D: 0%
> CC(C)c1nn2c(=O)cc(COC(=O)c3cccc(NC(=O)COc4ccc(F)cc4)c3)nc2s1
  A: ?; B: -17%; C: 13%[10.9 µM]; D: -4%
> CC(=O)Nc1cccc(OCC(=O)NS(=O)(=O)c2ccc(Cl)cc2)c1
  A: 3.7%; B: 3%; C: 21%; D: -11%
> CNC(=O)CN1C(=O)CSc2nc(C)cc(C)c21
  A: -1.3%; B: 9%; C: 2%; D: -3%
> N#CCSc1nnc(COc2ccc3ccccc3c2)o1
  A: 8.9%; B: -13%; C: -16%; D: -8%
> O=C(c1cccn1-c1nnc(N2CCCC2)s1)N1CCN(c2ccc(Cl)cc2)CC1
  A: -1.6%; B: -18%; C: 7%[10.9 µM]; D: -4%
> C/C(=N\S(=O)(=O)c1ccc(C)cc1)N1CCN(S(=O)(=O)c2ccccc2)C1
  A: 1.9%; B: -2%; C: 2%; D: 7%
> COC(=O)c1ccc(Oc2nc(NC(C)C)nc(SC)n2)cc1
  A: 0.0%; B: 2%; C: 13%; D: -1%
> O=C(c1cc(C(F)(F)F)cc(C(F)(F)F)c1)N1CCC2(CC1)CN(Cc1ccncc1)C2
  A: 2.9%[11.4 µM]; B: -14%; C: .; D: -5%
> COc1ccc(CCNC(=O)c2cnn(-c3cccc(C)c3)c2C2CCN(C(=O)OC(C)(C)C)CC2)cc1OC
  A: ?; B: 9%; C: 12%[10.9 µM]; D: 5%
> O=C(CSc1nnc2scc(-c3ccc(Cl)cc3)n12)NCc1ccc2c(c1)OCO2
  A: -0.3%; B: 4%; C: -16%; D: -6%
> COc1ccc(Cc2nc3ccc(C(=O)NCc4ccccc4Cl)cc3o2)cc1
  A: 4.6%; B: -30%; C: -11%[10.9 µM]; D: -10%
> CC(NC(=O)c1cccnc1)C(c1cccs1)N1CCOCC1 (stereo unspecified)
  A: 1.5%; B: 9%; C: -3%; D: 3%
> CCOC(=O)c1noc2ncn(CC(=O)Nc3ccc(F)cc3Cl)c(=O)c12
  A: 1.5%; B: -2%; C: 1%[10.9 µM]; D: 1%
> Cc1cc(=O)n2[nH]c(-c3ccc(Cl)cc3)cc2n1
  A: ?; B: ?; C: -17%; D: ?
> CN(C)S(=O)(=O)c1ccc2c(c1)/C(=C/c1cc3c([nH]1)CCCC3)C(=O)N2
  A: -15%; B: -8%; C: -16%; D: -9%
> CCOC(=O)C1CCCN(C(=O)c2cc3c(=O)n(C)c4ccccc4c3s2)C1 (stereo unspecified)
  A: ?; B: -6%; C: -8%[10.9 µM]; D: -5%
> Cc1c(NC(=O)CSc2nnc(-c3cccc(Cl)c3)o2)c(=O)n(-c2ccccc2)n1C
  A: 1.2%; B: 7%; C: 1%; D: -2%
> Cc1ccc2c(CC(=O)N3CCN(c4cccc(Cl)c4)CC3)coc2c1C
  A: ?; B: 5%; C: -5%[10.9 µM]; D: -1%
> COc1ccc2c(c1)c1c(c(=O)n(CCc3ccccc3)c(=O)n1Cc1ccccc1)n2C
  A: -1.0%; B: 8%; C: 5%[10.9 µM]; D: 11%
> COC(=O)[C@@]1(Cc2ccc(OC)cc2)[C@H]2c3cc(C(=O)N4CCCC4)n(Cc4cc(F)c(F)c(F)c4)c3C[C@H]2CN1C(=O)c1ccccc1
  A: .; B: 31%[activator]; C: -30%[inhibitor]; D: 22%
> CCOC(=O)Cc1c(C)c2ccc(N(CC)CC)cc2oc1=O
  A: 2.6%; B: -6%; C: .; D: 0%
> COc1ccccc1NC(=O)CSc1oc(-c2cccs2)nc1S(=O)(=O)c1ccccc1
  A: ?; B: 17%; C: -6%[10.9 µM]; D: 2%
> COc1ccc(-c2nnc3ccc(SCC(=O)NCc4ccco4)nn23)cc1
  A: -1.3%; B: 0%; C: -7%; D: 5%
> O=C(c1c(F)cccc1F)N1CCN(c2cccc(C(F)(F)F)c2)CC1
  A: 2.9%; B: 5%; C: -5%; D: 0%
> Cn1c(=O)c2c(nc(SCCN3CCOCC3)n2Cc2ccccc2Cl)n(C)c1=O
  A: .; B: 13%; C: .; D: 5%
> COc1ccc(CC(=O)Nc2c3c(nn2-c2cccc(C)c2C)CS(=O)C3)cc1OC (stereo unspecified)
  A: -1.8%; B: 5%; C: -5%; D: -4%
> Cc1cc(C)c(Cn2c(=O)n(CCC(=O)NCCc3ccccc3)c(=O)c3ccccc32)c(C)c1
  A: -2.5%; B: 8%; C: -8%[10.9 µM]; D: 10%
> COc1ccc(-c2nnc(CSc3nc4ccccc4c(=O)n3CC3CCCO3)o2)cc1OC (stereo unspecified)
  A: -1.1%; B: 6%; C: .; D: -2%
> O=C1NCC2=C1C(c1ccc(Br)cc1)Nc1ccccc1N2 (stereo unspecified)
  A: -0.9%; B: -7%; C: -13%; D: -6%
> COCC(C)OC(=O)C(C#N)c1nc2ccccc2nc1N1CCN(Cc2ccccc2)CC1 (stereo unspecified)
  A: -1.8%; B: 4%; C: ?; D: 8%
> Nc1cc(Cl)c(NC2=NCCN2)c(Cl)c1
  A: -0.9%; B: 21%; C: -12%; D: 6%
> CS(=O)(=O)N(CC(N)=O)c1ccc(F)c(Cl)c1
  A: -2.0%; B: 12%; C: -13%; D: -1%
> COCCn1nnnc1CN(CCc1ccc(OC)c(OC)c1)Cc1cc2ccc(C)cc2[nH]c1=O
  A: -0.6%; B: -10%; C: -17%; D: -26%

Of the compounds above, these have bromine:
Letters – A = IkB sig inh; B = p53ts 39C kill; C = Imprint erasure; D = p53ts 32C tox
> Cc1cc(C)n2c(Br)c(CSc3nc4ccccc4o3)nc2n1
  A: -0.9%; B: 0%; C: -23%; D: 1%
> CCOC(=O)C1CCCN(C(=O)c2ccc(CS(=O)(=O)c3ccc(Br)cc3)o2)C1 (stereo unspecified)
  A: -1.5%; B: 0%; C: -12%; D: 0%
> O=C1NCC2=C1C(c1ccc(Br)cc1)Nc1ccccc1N2 (stereo unspecified)
  A: -0.9%; B: -7%; C: -13%; D: -6%

2 records picked at random from those above:
Letters – A = IkB sig inh; B = p53ts 39C kill; C = Imprint erasure; D = p53ts 32C tox
> O=C(c1c(F)cccc1F)N1CCN(c2cccc(C(F)(F)F)c2)CC1
  A: 2.9%; B: 5%; C: -5%; D: 0%
> Cc1c(NC(=O)CSc2nnc(-c3cccc(Cl)c3)o2)c(=O)n(-c2ccccc2)n1C
  A: 1.2%; B: 7%; C: 1%; D: -2%

Rows are unselected. Share with any hit: about 1.7%.
